High-throughput results: PubChem, National Center for Advancing Translational Sciences (NCATS)
TrxR1 substrate – substrates of rat thioredoxin reductase 1; O89049; purified TrxR1 substrate turnover, NADPH consumption readout; Potency, µM (top dose mostly 114 µM), inactives show at the highest dose activity change, negative = substrate turnover; actives 0.01% (n = 390,000); further: potency means the concentration at half of the fitted maximal effect; on the % scale 0 is the no-effect control and ±100 the full control effect; nearly all actives have a fitted effect of over 50% in size
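Rat TrxR1, dispensed at 90 nM, was prereduced with 400 uM NADPH (final) for 5 min at ~22 deg C, then incubated with compound 15 min before 400 uM selenite. A first-read NADPH fluorescence drop versus no-compound background flagged substrates.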
rTrxR1 inhibitor – rat TrxR1 inhibition. actives 1% (n = 390,000). Potency, µM (doses to about 114 µM), without a hit: at the top dose activity change, negative = inhibition, usual class: inhibitors. O89049. recombinant rTrxR1, NADPH fluorescence consumption, selenite substrate; further: potency means the concentration at half of the fitted maximal effect; on the % scale 0 is the no-effect control and ±100 the full control effect; nearly all actives have a fitted effect of over 65% in size
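Rat TrxR1 (90 nM in the dispensed reagent) was pre-reduced with 400 uM NADPH for 5 min at room temperature, then incubated with compound for 15 min. After 400 uM selenite was added, NADPH fluorescence (Ex 340/Em 450 nm) was followed for 8 min.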
D2 antag – antagonizes the human D2 dopamine receptor; HEK293 TREx D2 cells, calcium flux, dopamine EC80; inhibition, % at 10 µM; actives 2% (n = 340,000); in the data active means inhibition above about 30%; further: 0% is about no effect
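Calcium flux kinetic readout in an inducible HEK293 TREx D2 line plated overnight at 30 C. After 180 s compound exposure, an EC80 dopamine challenge follows with another 180 s kinetic read to detect antagonism.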
USP1-UAF1 inh – blocks the human USP1/UAF1 deubiquitinase complex; O94782; recombinant USP1/UAF1, Ub-Rhodamine cleavage fluorescence; Potency, µM (doses to about 57.1 µM), for inactives: top-dose activity change, negative = inhibition, hits mostly inhibitors; actives 0.23% (n = 390,000); AID 743255; further: potency means the concentration at half of the fitted maximal effect; on the % scale 0 is the no-effect control and ±100 the full control effect; nearly all actives have a fitted effect of over 60% in size; inactives centre near -12
Target sequence (O94782 whole entry, looked up): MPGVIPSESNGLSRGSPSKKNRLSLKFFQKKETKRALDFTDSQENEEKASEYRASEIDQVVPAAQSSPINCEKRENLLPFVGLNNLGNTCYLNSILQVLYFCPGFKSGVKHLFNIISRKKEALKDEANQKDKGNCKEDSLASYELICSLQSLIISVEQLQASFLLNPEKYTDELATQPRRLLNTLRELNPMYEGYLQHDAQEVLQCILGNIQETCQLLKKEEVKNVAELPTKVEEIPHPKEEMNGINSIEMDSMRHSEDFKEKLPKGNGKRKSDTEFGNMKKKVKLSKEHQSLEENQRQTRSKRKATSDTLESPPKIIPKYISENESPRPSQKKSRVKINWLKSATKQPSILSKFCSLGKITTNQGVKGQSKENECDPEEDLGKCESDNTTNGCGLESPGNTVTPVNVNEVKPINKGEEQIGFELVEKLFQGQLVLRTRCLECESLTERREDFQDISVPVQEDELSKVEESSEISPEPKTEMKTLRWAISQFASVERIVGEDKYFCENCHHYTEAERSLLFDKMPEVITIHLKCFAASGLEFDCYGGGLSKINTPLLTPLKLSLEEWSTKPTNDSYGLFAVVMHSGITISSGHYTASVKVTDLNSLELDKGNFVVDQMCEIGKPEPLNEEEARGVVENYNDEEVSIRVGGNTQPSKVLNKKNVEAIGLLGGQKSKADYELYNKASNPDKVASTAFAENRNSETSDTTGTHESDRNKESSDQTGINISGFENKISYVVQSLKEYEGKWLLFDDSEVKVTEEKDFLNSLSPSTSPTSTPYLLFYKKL
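1 nM enzyme complex + cpd, 15 min RT; start with Ub-Rho 150nM final; kinetic fluorescence ex 480/em 540, 6 reads q60 s. Buffer 50mM HEPES pH 7.8, 0.5mM EDTA, 0.1 mg/ml BSA, 1mM TCEP, 0.01% Tween-20.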
Pin1 inh – inhibitors of human Pin1; Q13526; Pin1 FP peptide displacement, HiFluor488, 10 min; Potency, µM (top dose mostly 115 µM), for inactives: top-dose activity, negative = inhibition, actives largely listed as inhibitors; actives 0.009% (n = 390,000); active means well fitted inhibition curve with a large enough effect in the polarisation, with a control signal flat, not every such curve was filed as active; inconclusive means small, poorly fitted or top-dose-only effect, or effect the other way, or a change in a side signal; inactive means no such curve, though single readings can be large or run the other way; the % refers to the polarisation; further: potency means the concentration at half of the fitted maximal effect; on the % scale 0 is the no-effect control and ±100 the full control effect
Target sequence (Q13526 whole entry, looked up): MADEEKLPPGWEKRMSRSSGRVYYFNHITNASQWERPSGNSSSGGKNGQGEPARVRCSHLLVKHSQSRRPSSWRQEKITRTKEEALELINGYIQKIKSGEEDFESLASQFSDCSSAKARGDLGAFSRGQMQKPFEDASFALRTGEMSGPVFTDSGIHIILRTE
mIDH1 inhibitor – inhibitors of human mutant IDH1 R132H; actives 0.093% (n = 390,000); IDH1-R132H enzyme, NADPH consumption, diaphorase/resazurin fluorescence; Potency, µM (doses to about 76.6 µM), for inactives: top-dose activity change, negative = inhibition, most hits filed as inhibitors; further: potency means the concentration at half of the fitted maximal effect; on the % scale 0 is the no-effect control and ±100 the full control effect; nearly all actives have a fitted effect of over 65% in size
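IDH1-R132H (0.5 ug/mL dispensed) in pH 7.5 Tris buffer was preincubated 30 min with compound, then given a substrate mix of 0.016 mM NADPH and 2 mM alpha-KG for 80 min at room temperature; remaining NADPH was read by diaphorase/resazurin fluorescence.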
TRHR ag – activates the human TRH receptor. P34981. TRHR cells, calcium flux fluo-8, FDSS agonist mode. activation, % at 2 µM. actives 0.18% (n = 360,000); in the data active means activation above about 30%; further: 0% is about no effect
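In this calcium-flux screen, cells bearing human TRHR are dye-loaded with fluo-8, baselined for 10 cycles, then exposed to library compounds; positive kinetic calcium responses during the agonist phase mark hits, with TRH as control.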
D2 agonist – activates the human D2 dopamine receptor; HEK293 T-REx D2 cells, calcium flux agonist mode; activation, % at 2 µM; actives 0.53% (n = 340,000);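 active means activation over 3 SD above normal in the single-dose calcium agonist read, cut at about 30% in these data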; further: 0% is about no effect
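In this primary screen, compounds producing a positive calcium signal within 180 s of addition to tetracycline-induced, force-coupled HEK293 Trex D2 cells are flagged; cells are dye-loaded with a no-wash calcium kit beforehand.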
TRHR PAM – allosteric enhancers of human TRH receptor; P34981; TRHR cells, fluo-8 calcium fluorescence, EC20 TRH enhancement; enhancement, % at 2 µM; actives 0.66% (n = 360,000); in the data active means enhancement above about 30%; further: 0% is about no effect
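Enhancer read-out: after compound pinning and an initial kinetic agonist-mode read, an EC20 of TRH (10 nM final) was injected and fluo-8 calcium signal (Ex 480/Em 530) followed at 1 s/cycle for 100 cycles in TRHR-expressing cells.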
Numbers without * were called inactive; ? = inconclusive; . = not tested or not shown; & = joins results of further samples; [ ] = remark or other dose. Unless noted, the call rests on the fitted dose curve; in most records, active means well fitted inhibition curve with a large enough effect; inconclusive means small, poorly fitted or top-dose-only effect; inactive means no such curve, though single readings can be large or run the other way. Not all compounds are listed. The share of hits here may be higher or lower than overall.

nr	Structure	TrxR1 substrate	rTrxR1 inhibitor	D2 antag	USP1-UAF1 inh	Pin1 inh	mIDH1 inhibitor	TRHR ag	D2 agonist	TRHR PAM
1	COc1cccc(C2=NOC(C(=O)NCCN3CCOCC3)C2)c1 (configuration not stated)	1%	-2%	10	0%	-2%	2%	0.0	0.8	-3
2	O=C(Cn1c(=O)ccc2cc(S(=O)(=O)N3CCCC3)ccc21)NCc1ccc(F)cc1	-17%[57.1 µM]	-20%[57.1 µM]	.	?	1%	4%	0.2	.	0
3	C=CCn1c(C)cc(C(=O)CSc2nnc(NC(C)C)s2)c1C	-2%	-8%	11	-12%	-2%	5%	-1.5	0.1	-6
4	Cc1ccccc1Nc1nc(N)nc(COc2ccc(C#N)cc2)n1	-5%[57.1 µM]	16%[11.4 µM]	4	-20%	-4%	-2%	-1.1	1.4	3
5	CCOc1ccc(CNC(=O)C(C)n2ncn3cccc3c2=O)cc1 (configuration not stated)	16%	18%	.	1%	9%	-7%	0.0	0.2	-4
6	CCOC(=O)C1/C(=N\O)CC(C)(O)C(C(=O)OCC)C1c1ccc(N(C)C)cc1 (configuration not stated)	-3%	-31%	-8	-15%	?	-2%	0.4	0.0	-7
7	Cn1cc(CNC(=O)c2sc3cccc(Cl)c3c2Cl)cn1	-3%	3%	-4	-4%	-3%	8%	-0.3	-0.7	-7
8	CCC(C)(C(=O)NC1CCCCC1)N(Cc1cccs1)C(=O)CC1NC(=O)NC1=O (configuration not stated)	-12%	-8%	-2	-1%	3%	0%	-1.0	1.1	-1
9	CC(=O)N1CCc2cc(S(=O)(=O)Nc3cccc(C(F)(F)F)c3)ccc21	-12%	-10%	-15	-4%	?	6%	-0.6	0.1	6
10	Cc1ccccc1[C@@]1(C)ON(c2ccccc2C(F)(F)F)C1=O	-9%	11%	-19	5%	?	4%	-0.3	0.0	0
11	Oc1cccc2c(-c3nn[nH]n3)ccnc12	-3%	4%	0	.	-15%	.	0.2&-0.2	0.2	1&2
12	Cc1cc(C)c2c(c1)C(=O)/C(=C/c1ccc(C(=O)O)cc1)CC2	-5%	-1%	17	-11%	0%	7%	-0.3	-0.4	-14
13	COc1ccc(C(C)C)cc1S(=O)(=O)N1CC(C)OC(C)C1 (configuration not stated)	-3%	1%[57.1 µM]	-2	-4%	7%	3%	-1.6	0.9	-7
14	O=C(Nc1ccc(Cl)cc1)C1C2CCCCC21 (configuration not stated)	2%	11%	-10	-3%	7%	1%	-0.2	-0.5	14
15	O=C1C2CCCN2C(c2ccc(F)cc2)N1c1nccs1 (configuration not stated)	4%	13%	-16	1%	-9%	9%	0.6	-0.1	3
16	CCC(=O)N/C(=N/c1nc(C)cc(C)n1)Nc1ccccc1	11%[57.1 µM]	7%[57.1 µM]	3	-13%	3%	5%	0.1	-1.4	-7
17	CCN(CC(=O)Nc1cccc(S(=O)(=O)N2CCOCC2)c1)Cc1ccccc1	1%	19%	-2	-25%	-6%	6%	0.0	-0.4	-5
18	Cc1ccc2nc(SCC(=O)Nc3cccc(S(=O)(=O)N(C)C)c3)[nH]c2c1	-4%	1%	-10	-9%	-1%	8%	-1.2	-1.4	-5
19	Cc1ccc(-n2nc3c(=O)n(CCCC(=O)NCc4ccc(C)o4)nc(C)c3c2C)cc1	7%[57.1 µM]	3%[57.1 µM]	-17	-21%	3%	-12%	-2.0	0.6	4
20	COC(=O)Cc1ccc2sc(-c3ccccc3)nc2c1	-1%	2%	1	-10%	4%	4%	0.0	-1.7	3
21	CN1CC(C(=O)Nc2ccc(F)c(Cl)c2)CC1=O (configuration not stated)	-4%[57.1 µM]	14%[57.1 µM]	4	?	-1%	0%	0.4	1.4	-5
22	Cc1ccccc1-c1nc(CNC(=O)NC2CCCCC2)c(C)o1	0%[57.1 µM]	15%[57.1 µM]	.	-12%	-14%	25%	0.9	0.4	-1
23	CCN(CC)S(=O)(=O)c1cc(NC(=O)COC(=O)CCc2nc3ccccc3s2)ccc1C	4%	22%	-5	-5%	-1%	1%	-0.6	0.4	3
24	O=C(CNC(=O)c1ccco1)NCC(=O)OCc1ccc(C(=O)Oc2ccc(Cl)cc2)cc1	-4%	0%	-7	-16%	11%	5%	0.2	0.4	-4
25	COC(=O)C1=C(C(=O)OC)C(c2ccc(OC)c(OC)c2)c2sc(=O)[nH]c2S1 (configuration not stated)	2%[57.1 µM]	-30%[57.1 µM]	16	-14%	-2%	-7%	-0.6	2.0	0

The final 3 compounds of the part before come first, to join the parts:
nr	Structure	TrxR1 substrate	rTrxR1 inhibitor	D2 antag	USP1-UAF1 inh	Pin1 inh	mIDH1 inhibitor	TRHR ag	D2 agonist	TRHR PAM
23	CCN(CC)S(=O)(=O)c1cc(NC(=O)COC(=O)CCc2nc3ccccc3s2)ccc1C	4%	22%	-5	-5%	-1%	1%	-0.6	0.4	3
24	O=C(CNC(=O)c1ccco1)NCC(=O)OCc1ccc(C(=O)Oc2ccc(Cl)cc2)cc1	-4%	0%	-7	-16%	11%	5%	0.2	0.4	-4
25	COC(=O)C1=C(C(=O)OC)C(c2ccc(OC)c(OC)c2)c2sc(=O)[nH]c2S1 (configuration not stated)	2%[57.1 µM]	-30%[57.1 µM]	16	-14%	-2%	-7%	-0.6	2.0	0
26	Cn1c(Cn2c(=O)sc3ccccc32)nnc1SCC(=O)Nc1ccccc1	-1%	30%	6	-3%	1%	-7%	-0.3	-1.1	2
27	Cc1c(Cl)c(=O)oc2cc(OCC(=O)NCc3cccs3)ccc12	28%[57.1 µM]	13%[57.1 µM]	-8	0%	2%	-7%	-0.4	0.1	5
28	CN(Cc1ccccc1)C(=O)CN1C(=O)COc2ccc(S(=O)(=O)N3CCCC3)cc21	1%	19%	-5	-17%	0%	0%	-0.5	0.0	0
29	CCCCN(CC)CCCNC(=O)c1ccc2c(c1)NC(=O)CN2C	2%[57.1 µM]	-13%[57.1 µM]	.	-24%	-10%	-2%	0.2	5.0	-5
30	Cc1cc(Cl)ccc1OCC(=O)NNC(=O)CCOc1ccccc1	2%	8%	31*	-20%	4%	-7%	-0.8	-0.9	-2
31	c1ccc(Cc2noc(CN3CCN(CCOc4ccccc4)CC3)n2)cc1	4%	19%	55*	-8%	-12%	-3%	-1.4	63*	2
32	CCOC(=O)c1ccc(N2CSC3=C(C#N)C(c4cccs4)CC(=O)N3C2)cc1 (configuration not stated)	-4%[57.1 µM]	-15%[57.1 µM]	13	-11%	-3%	-7%	0.3	0.0	4
33	CCOc1ccccc1N1CCN(C/C=C/c2ccc(N(C)C)cc2)CC1	8%	?	79*	-4%	11%	3%	1.1	0.2	-3
34	CCc1ccc(NC(=O)C(CC)Sc2nc3cc4c(cc3c(=O)n2Cc2ccco2)OCO4)cc1 (configuration not stated)	-6%	-9%	11	-4%	12%	-2%	1.0	-0.1	-6
35	COC(=O)/C(N=Nc1c(C)n(C)n(-c2ccccc2)c1=O)=C(\C)O	-9%	4%	-3	-12%	-1%	3%	-0.2	0.3	33*
36	O=C(Nc1ccc(Cl)c(S(=O)(=O)N2CCCC2)c1)c1cc(=O)[nH]c2ccccc12	-10%	-1%	.	-8%	2%	-5%	.	.	.
37	Cc1nn(Cc2ccccc2Cl)c2sc(C(=O)Nc3nccs3)cc12	53%	6%[57.1 µM]	38*	-22%	4%	2%	-0.2	-1.9	-5
38	COC(=O)c1c(C)nc2nonc2c1N	18%[57.1 µM]	33%	-34	-22%	-1%	-5%	1.0	-0.4	4
39	CN(C)C(=O)CCc1ccc2c3c([nH]c2c1)[C@]1(CCc2ccccc2)[C@@H](C(=O)N2CCCCC2)C[C@H](CC(=O)NCCCn2ccnc2)C(=O)N1CC3	5%	15%	.	-14%	-1%	5%[38.3 µM]	.	.	.
40	Cc1cccc(C)c1NC(=S)N(CCCN1CCN(C)CC1)Cc1cccs1	11%[57.1 µM]	24%[57.1 µM]	-13	-11%	-7%	-4%	1.0	-0.5	0
41	COc1ccccc1C(O)Cc1nc2ccccc2n1C (configuration not stated)	10%	7%[57.1 µM]	7	0%	-1%	0%	-0.1	-1.2	-6
42	O=C(c1cccs1)N1CCN=C1SCc1ccccc1	1%	12%	-8	-1%	0%	6%	0.1	1.9	-4
43	CC(Sc1ccccc1)C(=O)N1CCN(S(=O)(=O)c2cccc(Br)c2)CC1 (configuration not stated)	4%[57.1 µM]	22%[0.0914 µM]	-34	-21%	2%	4%	1.4	4.6	30
44	O=C(CCC1CCCCC1)Nc1c[nH]c(=O)[nH]c1=O	-6%	-11%	-4	-7%	6%	0%	0.5	0.5	-1
45	COc1ccccc1-n1c(N)c(C(=O)NCC2CCCO2)c2nc3ccccc3nc21 (configuration not stated)	242%[activator]	0%	10	-22%	0%	0%	0.0	-0.5	0
46	O=C(Nc1ccccc1F)c1ccc(COc2ccc(Cl)cc2Cl)o1	15%[57.1 µM]	19%[57.1 µM]	-9	-18%	25%	-2%	0.7	1.9	3
47	COc1ccc(N(CC(=O)N2CCc3ccccc3C2)S(C)(=O)=O)cc1	3%	5%	17	-19%	5%	6%	-0.7	1.1	0

Sorted by molecular weight (rising): part of the list above.
nr	Structure	TrxR1 substrate	rTrxR1 inhibitor	D2 antag	USP1-UAF1 inh	Pin1 inh	mIDH1 inhibitor	TRHR ag	D2 agonist	TRHR PAM
30	Cc1cc(Cl)ccc1OCC(=O)NNC(=O)CCOc1ccccc1	2%	8%	31*	-20%	4%	-7%	-0.8	-0.9	-2
26	Cn1c(Cn2c(=O)sc3ccccc32)nnc1SCC(=O)Nc1ccccc1	-1%	30%	6	-3%	1%	-7%	-0.3	-1.1	2
45	COc1ccccc1-n1c(N)c(C(=O)NCC2CCCO2)c2nc3ccccc3nc21 (configuration not stated)	242%[activator]	0%	10	-22%	0%	0%	0.0	-0.5	0
